zVAD death inh: inhibitors of zVAD-triggered necroptosis, primary screen, L929 cells; L929 zVAD necroptosis rescue, ATP luminescence, 24 h; with zVAD 60 µM; viability rescue, % at 10 µM; 220,000 tested, 0.38% active;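 active means activation, scaled between plate controls, above about 75%, limit read from the data; inactive means activation under that limit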;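 further: 0% = zVAD with DMSO and 100% = DMSO alone without zVAD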
EP2 modulator: EP2 receptor modulators, cAMP readout, primary screen, cell-based, HTRF cAMP, PGE2 stimulation; Prostaglandin E2 receptor EP2 subtype (Homo sapiens), P43116; EP2-expressing cells, cAMP HTRF FRET, PGE2 co-stimulation; induction, % at 25 µM; 260,000 tested, 0.83% active;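 active means compounds whose cAMP rise, as percent of the full-agonist control response, exceeds 60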;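 further: rat C6 glioma line stably carrying human EP2 under a CMV promoter; the protocol text gives 20 µM as final concentration; 100% = response of wells given 1 µM PGE2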
Target sequence (P43116 whole entry, looked up): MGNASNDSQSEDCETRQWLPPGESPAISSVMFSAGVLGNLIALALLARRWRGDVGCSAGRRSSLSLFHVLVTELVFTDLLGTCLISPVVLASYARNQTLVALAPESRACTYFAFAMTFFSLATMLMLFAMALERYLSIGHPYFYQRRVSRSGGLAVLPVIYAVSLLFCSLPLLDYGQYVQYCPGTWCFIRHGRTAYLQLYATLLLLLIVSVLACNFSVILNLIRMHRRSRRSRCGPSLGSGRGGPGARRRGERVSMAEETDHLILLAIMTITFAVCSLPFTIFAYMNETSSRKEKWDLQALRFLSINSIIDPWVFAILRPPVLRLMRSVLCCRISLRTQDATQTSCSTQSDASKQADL
TbHK1 inh: Trypanosoma brucei hexokinase 1 inhibitors, primary screen, biochemical, G6PDH-coupled NADH absorbance, MLSCN library | inhibition, % at 10 µM | AID 1430, 2008 | 220,000 tested, 0.11% active | hexokinase 1 [Trypanosoma brucei] | recombinant TbHK1, G6PDH-coupled NADH A340;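 active means inhibition of 50% or more in the single-dose primary screen; inactive means inhibition below 50%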
Hck-Nef inh: inhibitors of Nef-activated human Hck kinase, primary screen, biochemical, Z-Lyte FRET, 384-well, Hck-YEEI; inhibition, % at 20 µM; 220,000 tested, 0.68% active; Recombinant Hck-YEEI plus Nef, Z-Lyte FRET kinase assay; Tyrosine-protein kinase HCK (Homo sapiens), P08631;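 active means Hck-Nef kinase inhibition above about 50%, limit read from the data; inactive means inhibition below that limit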;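 further: 0% = DMSO with Hck plus Nef and 100% = Hck alone without Nef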
14-3-3 Bad PPI: inhibitors of 14-3-3 zeta/Bad binding, primary screen, biochemical, TR-FRET, bovine 14-3-3 zeta; 220,000 tested, 0.71% active; TR-FRET 14-3-3zeta/Dy647-pBad peptide displacement, 1 h; 14-3-3 protein zeta/delta (Bos taurus), P63103; AID 781, 2007; inhibition, % at 21.7 µM;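 active means inhibition above about 70%, limit read from the data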;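 further: 0% = full 14-3-3 plus peptide FRET controls and 100% = background without 14-3-3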
Target sequence (P63103 whole entry, looked up): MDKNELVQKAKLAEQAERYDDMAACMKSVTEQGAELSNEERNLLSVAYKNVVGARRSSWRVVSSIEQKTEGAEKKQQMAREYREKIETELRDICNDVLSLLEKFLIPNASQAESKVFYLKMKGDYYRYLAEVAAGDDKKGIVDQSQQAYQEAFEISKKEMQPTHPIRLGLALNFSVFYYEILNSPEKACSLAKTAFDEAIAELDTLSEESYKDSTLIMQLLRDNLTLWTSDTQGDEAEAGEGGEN
eIF4E-4G inh: eIF4E–eIF4G protein interaction inhibitors, primary screen, biochemical, uHTS, TR-FRET, eIF4GI fragment; Eukaryotic translation initiation factor 4E (Mus musculus) + Eukaryotic translation …; TR-FRET eIF4E-eIF4GI(517-606) binding, 2 h; inhibition, % at 21.7 µM; 220,000 tested, 0.37% active;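 active means inhibition above about 30%, limit read from the data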;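 further: 0% = full FRET control wells and 100% = background wells lacking eIF4GI fragment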
Rad51 HR inh: human RAD51 strand exchange inhibitors, primary screen, biochemical, fluorescence. hRad51 DNA strand exchange, fluorescence dequenching. inhibition, % at 10 µM. 200,000 tested, 0.085% active;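 active means inhibition above 40% at the single screening dose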;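 further: 0% = DMSO control wells and 100% = blanks with heterologous ssDNA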
Target sequence (Q06609 whole entry, looked up): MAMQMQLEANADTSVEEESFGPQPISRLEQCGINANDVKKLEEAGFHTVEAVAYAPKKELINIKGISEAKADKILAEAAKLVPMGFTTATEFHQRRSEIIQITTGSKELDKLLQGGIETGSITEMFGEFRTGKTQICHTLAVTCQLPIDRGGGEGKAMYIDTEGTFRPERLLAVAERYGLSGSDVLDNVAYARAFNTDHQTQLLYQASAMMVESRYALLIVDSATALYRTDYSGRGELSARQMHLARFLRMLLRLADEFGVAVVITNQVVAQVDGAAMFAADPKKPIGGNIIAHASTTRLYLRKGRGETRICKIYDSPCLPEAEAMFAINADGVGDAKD
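material = hRad51 filaments on single-stranded DNA | reagent = Donor/quencher-labelled 47-bp dsDNA substrate | compound = 10 µM final, single point | schedule = strand-exchange reaction 15 min at room temperature | measured by = fluorescein emission 520 nm, excitation 485 nm | read-out basis = % inhibition versus plate control and blank means | benchmarks = plate controls and plate blanks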
PGE2 EP2 inh: human EP2 receptor antagonists, primary screen, TR-FRET cAMP, C6 glioma cells. inhibition, % at 25 µM. C6 glioma cells expressing human EP2; cells stimulated with saturating PGE2. Prostaglandin E2 receptor EP2 subtype (Homo sapiens), P43116. 260,000 tested, 0.52% active;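 active means percent inhibition above 40 after rounding to a whole number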;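 further: rat C6 glioma host cells with rolipram phosphodiesterase inhibitor present; the protocol text gives 20 µM as final concentration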
m-calpain inh: inhibitors of pig calpain II, primary screen, biochemical, fluorogenic peptide substrate, 1536-well. purified calpain II, 30 min. inhibition, % at 16 µM. 220,000 tested, 0.37% active;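 active means inhibition above about 50%, limit read from the data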
Active calls of the source: *; nt = no result given; & = joins results of further samples; [ ] = dose if it differs, or a comment. The list is partial; rates above refer to the full screens.

SMILES	zVAD death inh	EP2 modulator	TbHK1 inh	Hck-Nef inh	14-3-3 Bad PPI	eIF4E-4G inh	Rad51 HR inh	PGE2 EP2 inh	m-calpain inh
O=C(NO)c1cc(OCC(F)(F)F)ccc1OCC(F)(F)F	0.0	-5	-2	0	58	7	3	5	-19
CCc1nc(N2CCN(C(=O)c3ccco3)CC2)c2oc3ccccc3c2n1	0.8	-5	-13	2	77*	2[fluorescence artefact?]	3	7	26
COc1ccc(S(=O)(=O)N2CCCCC2C(=O)O)cc1OC (stereo not given)	1.2	8	3	2	0	1[fluorescence artefact?]	-2	8	-17
O=C(O)C(NC(=O)c1ccccc1)=C(Cl)Cl	-0.1	nt	-3	-2	nt	nt	-3	5	nt
Cc1cc(/C=C2\SC(N)=NC2=O)c(C)n1-c1ccc(F)cc1	-1.4	-16	2	12	-13	-2	-11	32	11
COc1ccccc1NC(=O)CCC(=O)OCc1ccc(Cl)cc1	0.2	-14	-1	21	-2	-3	2	7	-1
CCNC(=S)NC1CC2CCC(C1)N2Cc1ccccc1 (stereo not given)	0.2	21	5	1	-11[fluorescence artefact?]	0	-8	10	9
COc1cc(OC)nc(N/N=C(\c2ccccc2)c2ccncc2)n1	0.8	31	-14	3	3	3	9	9	10
CCN(CC)C(=O)CN1C(=O)C2(OCC(C)(c3ccccc3)CO2)c2ccccc21 (stereo not given)	-1.2	28	1	4	-2	2	2	16	3
Cc1c(CN2CCc3c([nH]c4ccccc34)C2C2CCCCC2)cnn1C (stereo not given)	-0.2	20	-20	5	-3	-5	-16	1	-36
O=C(COC(=O)C1(c2ccc(F)cc2)CCCC1)NCc1ccco1	0.0	-7	2	12	-4	8	-1	5	-55
CN(Cc1nc(Cc2ccccc2F)no1)Cc1cccc2ncccc12	-0.1	-46	9	15	0	1	-14	8	22
COc1ccc(OC)c(S(=O)(=O)Nc2ccccc2C)c1	0.0	13	-2	-1	-6	-12	2	7	-7
Cc1cc(Cl)ccc1N=c1ssnc1Cl	0.5	-55	-1	-2	40	48*	-3	76*	-26
CCCCN(C(=O)Cn1nnc2ccccc21)C(C(=O)NCCOC)c1ccccc1 (stereo not given)	1.9	12	6	-9	-4	2	-8	3	-12
Cc1ccc(C(=O)N/C(=C\c2ccc(C(C)C)cc2)C(=O)NCCCN2CCOCC2)cc1	0.0	-26	13	1	30	3	nt	5	10
c1ccc(-c2noc(CSc3nnnn3C3CCCCC3)n2)cc1	-0.1	22	7	-1	13	0	1	5	20
Cc1cccc(NC(=O)CN(C)S(=O)(=O)c2ccccc2)n1	0.4	3	6	12	nt	nt	-4	5	-7
CCn1c(=N)n(CC(=O)c2cccc([N+](=O)[O-])c2)c2ccccc21	0.4	-1	-8	-46	74*[fluorescence artefact?]	-3	nt	8	-23
CN(C)c1cccc(C(=O)OC(C(=O)Nc2ccc([N+](=O)[O-])cc2Br)c2ccccc2)c1 (stereo not given)	-0.3	21	-7	0	-7[fluorescence artefact?]	1	12	4	2
Cc1ccc(S(=O)(=O)NCCC(=O)Oc2ccc3ccc(=O)oc3c2)cc1	0.4	-41	-22	93*	3	-5	nt	8	7
Cc1ccc(NC(=S)Nn2cnnc2)cc1	1.3	24	-3	22	-18	4	17	4	0
Cc1ccc(NCc2nnc(SCCN3CCCCC3)n2CC2CCCO2)c(C)c1 (stereo not given)	-0.2	14&-7	8	0	0	5	2	7&11	9
COc1cc(C(=O)Nc2nc3ccccc3s2)ccc1OCc1c(C)noc1C	0.2	-45	-6	0	9[fluorescence artefact?]	-6	7	17	-9
NS(=O)(=O)c1ccc2c(c1)C1C=CCC1C(C1CC=CCC1)N2 (stereo not given)	-0.5	-18	-5	1	-13	12[fluorescence artefact?]	-4	7	7
CCN1C(=O)/C(=C2\SC(=S)N(CCCOC)C2=O)c2ccccc21	-0.5	39	-4	0	-9	-25	17	5	29
CCCCN1C2=C(C(=O)CC(C)(C)C2)C(c2ccccc2)C2=C1c1ccccc1C2=O (stereo not given)	-1.0	29	-1	2	7	-3	0	16	20
Cn1c(=O)c2c(ncn2CCN(CCO)Cc2ccccc2)n(C)c1=O	0.0	14&15	-7	2	4[fluorescence artefact?]	-9[fluorescence artefact?]	-2	7&10	-31
CC(=O)c1ccc(N2CCN(CC(O)COCc3ccco3)CC2)cc1 (stereo not given)	-0.1	14	-18	4	20	2	nt	1	-1
C#CCNC(=O)/C=C/c1ccc(OC)cc1	5.5	22	-11	-1	0[fluorescence artefact?]	-1	-7	6	-6
COc1ccc(NC(=O)c2cccs2)cn1	-0.4	-26	3	-3	2	1	8	5	-1
CCOc1ccc(NC(=O)CCNS(=O)(=O)c2ccc3c(c2)c(=O)n(C)c(=O)n3C)cc1	1.1	8	40	4	-9	8	7	4	-19
Cc1ccc(S(=O)(=O)N2CCOCC2)cc1NC(=O)COC(=O)CNC(=O)c1ccc(C(C)(C)C)cc1	0.1	-20	-8	6	13[fluorescence artefact?]	18	-23	3	6
Cc1cc2ccccn2c1C(=O)c1ccc(N/N=C/c2ccc(C(=O)O)cc2)c([N+](=O)[O-])c1	-1.1	17	-21	-15	73*	54*	14	4	36
O=S1(=O)CC(NCc2ccccc2)C(Nc2ccc(Cl)cc2)C1 (stereo not given)	-0.2	-2	5	-1	7	-3	-2	12	-1
O=C(Cn1cnc2c(nnn2Cc2ccc(F)cc2)c1=O)NCc1ccc(F)cc1	0.5	19	-3	-2	-1	3	18	7	3
C/C(N)=C(/C#N)C(=O)CSc1nnc(-c2ccc3c(c2)OCO3)o1	0.1	-24	-1	1	8	-3	3	13	-12
COc1cc(NC(=O)CSc2nnnn2Cc2ccccc2)cc(OC)c1	6.3	-69	2	19	-5	5	7	2	31
O=C(c1ccc2c(c1)OCO2)N(c1ccc(F)cc1)C1C=CS(=O)(=O)C1 (stereo not given)	-0.2	-2	5	2	4	-9	-2	21	-3
CCCCC(CC)CNC(=O)C1C2C=CC(C2)C1C(=O)O (stereo not given)	1.1	32	4	3	6	-1	-5	7	17

Whole records, looked up by structure. Order of values: zVAD death inh | EP2 modulator | TbHK1 inh | Hck-Nef inh | 14-3-3 Bad PPI | eIF4E-4G inh | Rad51 HR inh | PGE2 EP2 inh | m-calpain inh
C/C(N)=C(/C#N)C(=O)CSc1nnc(-c2ccc3c(c2)OCO3)o1 as listed: 0.1 | -24 | -1 | 1 | 8 | -3 | 3 | 13 | -12
CCOc1ccc(NC(=O)CCNS(=O)(=O)c2ccc3c(c2)c(=O)n(C)c(=O)n3C)cc1 as listed: 1.1 | 8 | 40 | 4 | -9 | 8 | 7 | 4 | -19
CCCCC(CC)CNC(=O)C1C2C=CC(C2)C1C(=O)O (stereo not given) as listed: 1.1 | 32 | 4 | 3 | 6 | -1 | -5 | 7 | 17
Cc1ccc(S(=O)(=O)N2CCOCC2)cc1NC(=O)COC(=O)CNC(=O)c1ccc(C(C)(C)C)cc1 as listed: 0.1 | -20 | -8 | 6 | 13[fluorescence artefact?] | 18 | -23 | 3 | 6
O=C(c1ccc2c(c1)OCO2)N(c1ccc(F)cc1)C1C=CS(=O)(=O)C1 (stereo not given) as listed: -0.2 | -2 | 5 | 2 | 4 | -9 | -2 | 21 | -3

Next part.
SMILES	zVAD death inh	EP2 modulator	TbHK1 inh	Hck-Nef inh	14-3-3 Bad PPI	eIF4E-4G inh	Rad51 HR inh	PGE2 EP2 inh	m-calpain inh
Cc1ccccc1OCC(=O)N(Cc1ccc(N(C)C)cc1)C1CCS(=O)(=O)C1 (stereo not given)	-0.3	8	4	1	8	6	-2	9	-15
Clc1ccc(-c2nnc(COc3ncnc4ccccc34)o2)cc1	1.1	-42	-2	0	-11	-4	16	6	13
O=C(CN1CCN(Cc2ccccc2)CC1)N/N=C/c1ccco1	-1.3	-4	-5	-1	-8	3	7	14	13
COC(=O)c1[nH]c2ccccc2c1NC(=O)CN1CCN(c2cccc(Cl)c2)CC1	7.2	-46	-3	2	3	-4	2	12	-3
O=C1c2ccccc2C(=O)N1CCCCSc1nnnn1-c1ccccc1	0.6	-10	-3	3	1	5	7	14	54*
CN1CCN(c2nc(-c3cccnc3)nc3scc(-c4ccccc4)c23)CC1	0.8	-3	-16	25	-15	3	2	10	-43
O=C(Nc1nnc(-c2ccccc2)s1)c1ccc(Cl)c(S(=O)(=O)N2CCOCC2)c1	3.3	4	-13	2	-10	2	nt	16	-20
O=c1c2ccccc2c(-c2ccccc2)nn1-c1ccccn1	-0.8	12	-7	18	-5	-2	8	6	-3
CCCCS(=O)(=O)C(=C1Nc2ccccc2N1)S(=O)(=O)CCCC	0.7	1	3	1	7[fluorescence artefact?]	6	4	25	-5
CCOc1ccc(-n2c(SCC(N)=O)nc3c(c2=O)SCC3)cc1	0.1	-6	-18	-3	3	-5	3	8	12
CC1=Nn2c(nnc2C2CCCCC2)SC1	0.0	1	-2	3	-1	-4	1	4	19
CCOc1cc(NC(=S)NCCCN2CCOCC2)c(OCC)cc1NC(=O)C1CC1	0.5	18	-2	4	-4[fluorescence artefact?]	1	2	3	-7
O=C(NC(=S)Nc1ccccc1)c1cc([N+](=O)[O-])ccc1N1CCOCC1	-0.8	4	-8	4	1	5	nt	5	-15
c1ccc2c(CSCCc3ccncc3)cccc2c1	-0.4	10	5	-1	0	-8	-2	4	-2
OCCC1CN(Cc2nc(-c3ccccc3)cs2)CCN1Cc1ccc(F)cc1 (stereo not given)	1.7	11	-12	8	4	1	1	6	22
Cc1ccc2nc(NC(=O)C3CCN(S(=O)(=O)c4cnc[nH]4)CC3)sc2c1	nt	15	1	4	3	-4	nt	6	-16
CCOc1ccc(C(C)NC(=O)c2cccnc2OCC)cc1OCC (stereo not given)	1.3	27	10	-17	5	1	0	5	-3
COc1ccc(CNC(=O)C(NC(C)=O)C(=O)Nc2ccc(C(C)C)cc2)cc1 (stereo not given)	-0.2	23	-3	22	-1	4	-5	4	6
COc1ccc(-c2nnc(-c3cc4c(ccc5ccccc54)oc3=O)o2)cc1	-0.1	2	0	2	72*	4	-9	12	-25
CCOc1ccc(NC(=S)N(CCc2c(C)[nH]c3ccccc23)Cc2ccco2)cc1	2.5	30	0	3	3	0	nt	nt	-10
O=C(CN(c1ccc(F)cc1)S(=O)(=O)c1ccccc1)NCc1ccco1	0.2	28	-4	-1	4	3	-2	13	4
CCOC(=O)N1CCN(c2c(-c3ccc(C)cc3)c(=O)c2=O)CC1	-0.8	-11	-21	-10	14	1	80*	11	-4
COCCN(C(=O)CNC(=O)c1ccco1)C(C(=O)NC1CCCC1)c1cccs1 (stereo not given)	-0.6	15	-3	2	-4	0	0	11	15
COc1ccccc1N1CCN(C(=O)CN(Cc2ccccc2)S(C)(=O)=O)CC1	0.0	2	-2	2	-9	1	0	6	-19
CSc1cccc(NC(=S)N2CCC(N(C)C3CCCCCC3)CC2)c1	-0.8	-57	19	25	-15	2	5	11	4

Compound activity (PubChem BioAssay)
